Assay outcomes (PubChem)
hERG WT inh – KCNH2 (human, wildtype) channel inhibition; activity change, % at 1.84 µM; AID 720551; U2OS, BacMam KCNH2, thallium flux FluxOr; stronger effect = lower value; hit rate 0.37% among 340,000; Q12809;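 active means maximum activity change below -70%; inconclusive means maximum activity change between -70% and -50%; inactive means maximum activity change above -50%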
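U2OS cells transduced with wild-type KCNH2 virus are loaded with FluxOr dye for 45 min, and thallium flux is measured in kinetic reads before and after stimulation buffer. Rate constants are normalized to DMSO controls.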
PKM2 activator – PKM2 (human) enzyme activation | P14618 | purified PKM2, Kinase-Glo ATP luminescence, activation; response scale: 0% is enzyme alone, no compound | Potency, µM (series often up to 57.5 µM), inactives show at the top dose activation, hits mostly activators | hit rate 0.34% among 260,000 | AID 1631; further: potency means the concentration at half of the fitted maximal effect; nearly all actives have a fitted effect of over 55% in size
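hPK-M2, >95% pure; 0.1 mM ADP / 0.5 mM PEP final; imidazole pH7.2 buffer w/ 7 mM MgCl2, 50 mM KCl; 1 h RT; Kinase-Glo lum. Intermediate enzyme activity for dual inhibitor/activator qHTS.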
Chronic BCR inh – blocks chronic active B-cell receptor signaling. ABC-DLBCL IkBa-CBG/CBR reporter, luminescence ratio, 4 h. Potency, µM (highest dose often 46.1 µM), without a hit: at the highest dose ratio change, negative = lower green/red ratio, hits mostly inhibitors. hit rate 0.05% among 340,000. AID 493014; active means well fitted inhibition curve with a large enough effect in the signal ratio, with a control signal flat, not every such curve was filed as active; inconclusive means small, poorly fitted or top-dose-only effect, or effect the other way, or a change in a side signal; the % refers to the signal ratio;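 further: potency means the concentration at half of the fitted maximal effect; plate controls were basal doxycycline-induced cells for no effect and cells given 10 µM MG132 for full effect; MG132 reads +100%, hits lower the ratio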
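TMD8 ABC-DLBCL cells carrying doxycycline-inducible green luciferase fused to IkappaBalpha plus unfused red luciferase were exposed to compounds (up to 46 uM) for 4 hrs at 37C. Activity came from the overlap-corrected green/red luminescence ratio.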
Giardia killer – Giardia lamblia killing; Giardia lamblia trophozoite viability; activity change, % at 7.66 µM, hits read low; hit rate 0.15% among 340,000; AID 540267; in the data active means activity change below about -80%; inconclusive means between about -30% and that limit;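 further: parasites exposed to compound for two days anaerobically before the ATP read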
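Media and compound were dispensed first, then trophozoites at 100 cells/well; plates sat 48 hrs at 37 deg C without oxygen before ATP luminescence reagent was added and read after 15-30 min at room temperature.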
KCNH2 3.1 inh – blocks the human KCNH2 3.1 channel isoform | hit rate 0.95% among 340,000 | AID 720553 | activity change, % (tested at about 1.8 µM) | U2OS KCNH2 3.1, thallium flux FluxOr; stronger effect = lower value;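 active means maximum activity change below -70%; inconclusive means maximum activity change from -70% to -50%; inactive means maximum activity change above -50%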;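 further: thallium influx rate constant from kinetic fluorescence after stimulation buffer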
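FluxOr-based Tl+ influx in U2OS cells transduced with KCNH2 3.1 virus; rate constants normalized to DMSO controls.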
USP2a inh – inhibitors of human ubiquitin-specific protease USP2a | O75604 | USP2 core, Ub-CHOP2 coupled fluorogenic reporter, 485/531 | Potency, µM (titrated, usually from 38.3 µM), without a hit: at the top dose activity change, negative = inhibition, hits mostly inhibitors | hit rate 0.01% among 330,000;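 further: potency means the concentration at half of the fitted maximal effect; plate controls were DMSO wells for no effect and full inhibition by NEM control for full effect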
Target sequence (O75604 whole entry, looked up): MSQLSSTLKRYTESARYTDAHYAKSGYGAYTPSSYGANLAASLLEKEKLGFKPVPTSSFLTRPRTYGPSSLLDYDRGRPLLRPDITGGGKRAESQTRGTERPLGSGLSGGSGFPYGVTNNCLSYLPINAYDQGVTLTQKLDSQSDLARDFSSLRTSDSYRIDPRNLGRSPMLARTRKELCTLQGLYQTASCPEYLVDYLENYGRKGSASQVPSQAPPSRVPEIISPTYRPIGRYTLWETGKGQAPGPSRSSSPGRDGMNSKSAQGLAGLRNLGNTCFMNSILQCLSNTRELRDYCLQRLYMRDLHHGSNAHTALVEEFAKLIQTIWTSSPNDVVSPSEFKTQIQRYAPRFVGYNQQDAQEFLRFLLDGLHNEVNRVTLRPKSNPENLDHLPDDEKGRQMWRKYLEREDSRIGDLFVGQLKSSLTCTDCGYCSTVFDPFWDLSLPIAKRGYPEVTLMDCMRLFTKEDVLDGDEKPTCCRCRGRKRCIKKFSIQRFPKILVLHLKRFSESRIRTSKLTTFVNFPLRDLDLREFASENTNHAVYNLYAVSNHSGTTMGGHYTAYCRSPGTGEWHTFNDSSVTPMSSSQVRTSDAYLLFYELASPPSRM
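USP2 core (10nM final) preincubated 30min RT with compound in 20mM Tris-HCl pH 8.0, 2mM CaCl2, 2mM beta-mercaptoethanol, 0.05% CHAPS; 25nM Ub-CHOP2 plus 25nM reporter substrate added, fluorescence (Ex485/Em531) read after 60min.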
FBPA coupling cs – coupling enzyme interference in Giardia aldolase counter-screen; coupling enzyme system counterscreen, AmpLite Red fluorescence; activity change, negative = inhibition, % at 58.2 µM, hits read low; hit rate 0.67% among 290,000; in the data active means activity change below about -30%
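Coupling enzymes only (glyceraldehyde-3-phosphate) + compound, at 57.5 uM final, 10 min RT; add substrate/coupling/AmpLite Red mix, 20 min RT; fluorescence ex 525/em 598 nm. Actives flag coupling-system interference.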
GALK inh – blocks human galactokinase activity; P51570; Purified GALK, Kinase-Glo residual ATP luminescence; Potency, µM (series often up to 57.5 µM), for the others: top-dose activity change, negative = inhibition, most hits filed as inhibitors; hit rate 0.007% among 270,000; AID 1868; further: potency means the concentration at half of the fitted maximal effect
Target sequence (P51570 whole entry, looked up): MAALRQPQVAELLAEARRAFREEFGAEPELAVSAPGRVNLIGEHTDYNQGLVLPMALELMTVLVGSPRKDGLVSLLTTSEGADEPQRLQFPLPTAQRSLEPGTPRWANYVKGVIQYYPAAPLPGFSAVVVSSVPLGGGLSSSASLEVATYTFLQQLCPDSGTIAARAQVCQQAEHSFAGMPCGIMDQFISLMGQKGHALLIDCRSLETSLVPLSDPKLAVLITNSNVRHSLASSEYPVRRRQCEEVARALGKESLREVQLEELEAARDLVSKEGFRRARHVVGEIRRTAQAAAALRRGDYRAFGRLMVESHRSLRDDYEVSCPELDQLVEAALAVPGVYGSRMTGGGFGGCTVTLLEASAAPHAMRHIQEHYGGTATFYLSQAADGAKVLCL
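Galactose (100 uM) and ATP (35 uM) were turned over by 5 nM GALK for 1 h at RT. Kinase-Glo Plus then converted the remaining ATP into a luminescent signal.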
Eya2 phos inh – inhibitors of human Eya2 phosphatase activity; O00167; AID 488837; hit rate 0.006% among 330,000; recombinant Eya2, OMFP fluorescence dephosphorylation (OMFP is methylfluorescein phosphate); Potency, µM (titrated, usually from 76.9 µM), without a hit: at the top dose activity, negative = inhibition, usual class: inhibitors; further: potency means the concentration at half of the fitted maximal effect
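Eya2 (0.2 uM) preincubated 10 min at ambient with compound, then OMFP substrate added at 50 uM; 10 min reaction in 50 mM HEPES pH 7.5, 50 mM NaCl, 5 uM MgCl2, 0.05% BSA, 1 mM DTT. Fluorescence read at Ex 485/Em 525 nm.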
uPA generation – blocks generation of uPA at the cell surface; cell surface uPA generation assay, qHTS; Potency, µM (doses to about 38.3 µM), for inactives: at the highest dose activity change, negative = inhibition, actives largely listed as inhibitors; hit rate 0.31% among 330,000; active means well fitted inhibition curve with a large enough effect; inconclusive means small, poorly fitted or top-dose-only effect; inactive means no such curve, though single readings can be large or run the other way; tested in mouse RAW 264.7 cells; further: potency means the concentration at half of the fitted maximal effect; nearly all actives have a fitted effect of over 55% in size
B2AR arrestin – recruits beta-arrestin to the human beta2-adrenergic receptor. beta-arrestin recruitment to beta2AR, cell-based reporter. hit rate 0.02% among 330,000. Potency, µM (doses to about 46.1 µM), for the others: top-dose activation, actives largely listed as activators. P07550;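 further: potency means the concentration at half of the fitted maximal effect; 0% = DMSO controls and full agonism = EC100 isoproterenol or metaproterenol; nearly all actives have a fitted effect of over 65% in size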
* = called active by the depositor; ? = inconclusive; . = not tested or not shown; [ ] = dose if it differs, or a comment. Unless noted, the call rests on the fitted dose curve; in most records, active means well fitted curve in the direction sought with a large enough effect; inconclusive means small, poorly fitted or top-dose-only effect, or another doubt; inactive means no such curve, though single readings can be large; an effect the other way counts as inactive or inconclusive. Unless noted, on the % scale 0 is the no-effect control and ±100 the full control effect.

SMILES | hERG WT inh | PKM2 activator | Chronic BCR inh | Giardia killer | KCNH2 3.1 inh | USP2a inh | FBPA coupling cs | GALK inh | Eya2 phos inh | uPA generation | B2AR arrestin
COc1ccc(-c2coc3cc(O[C@@H]4O[C@H](CO)[C@@H](O)[C@H](O)[C@H]4O)ccc3c2=O)cc1 | 2 | . | -3% | -6 | -151* | 7% | . | . | 9% | ? | -0.3%
O=S(=O)(NCc1ccccc1)c1ccc(Cl)c(S(=O)(=O)NCc2ccccc2)c1 | -6 | 0% | 4% | -4 | 1 | 1% | 4 | -1% | -8% | 6% | 0.1%
Cc1ccc(OCC(=O)N2CCc3ccccc3C2)c(C)c1 | 9 | -3%[11.5 µM] | -3% | 2 | 2 | -3% | 0 | 4% | 1% | 2% | -0.2%
O=C1Nc2ccccc2C1Cc1ccccn1 (stereo not given) | -4 | -5% | 9% | 2 | -3 | -1% | 3 | 7% | -8% | 7% | 0.6%
CCC(Sc1nc2ccccc2s1)C(=O)Nc1nnc(C)s1 (stereo not given) | 2 | 1% | -5% | 12 | -3 | -2% | 5 | -3% | 3% | . | -0.5%
O=C(c1cc2nc(-c3ccco3)cc(C(F)(F)F)n2n1)N1CCc2ccccc2C1 | 1 | -5% | 9% | 0 | -31 | 4% | 0 | -4% | -26% | 5% | 3.9%
C/C(=N/O)c1cccc(N2Cc3ccccc3C2)c1 | -5 | . | ? | -17 | -9 | 1% | -5 | 4% | -3% | 0% | 4.5%
Cc1cc(OCc2cc(C(=O)NC3CCC3)no2)cc(C)c1Cl | -16 | -3%[0.46 µM] | 2% | -10 | -15 | 0% | -1 | 0% | -1% | -4% | -0.2%
Cc1cc(=O)oc2cc(OCC(=O)N/N=C/c3ccccc3[N+](=O)[O-])ccc12 | -1 | 8% | ? | -10 | 0 | -2% | 3 | 0% | 5% | 3% | -0.4%
CCN(CC(=O)NCc1cccs1)C(=O)c1cc(=O)[nH]c2ccccc12 | -25 | . | 0% | -25 | 7 | 0% | . | . | -24% | -2% | -0.3%
O=C(Nc1ccccc1)c1ccc(-c2ccc([N+](=O)[O-])cc2)o1 | 2 | . | ? | 5 | 6 | 1% | -1 | 0% | 1% | -4% | 3.8%
Cc1c(CC(=O)N[C@H](C(=O)O)C(C)C)c(=O)oc2cc3c(cc12)CCC(C)(C)O3 | -9 | . | -1% | 6 | 0 | 2% | 3 | 0% | -1% | 0% | -0.3%
O=C(Nc1nnc(-c2ccc(Cl)cc2)o1)c1nc2ccccc2s1 | 20 | ? | 6% | -28 | 2 | 2% | 0 | 0% | 12% | 4% | -0.2%
O=C(OCc1nnc(-c2ccc([N+](=O)[O-])cc2)o1)C1CC(=O)N(CCc2ccccc2)C1 (stereo not given) | -9 | . | 4% | 1 | -36 | 1% | . | . | 27% | -2% | -2.2%
O=C(O)c1cccc(N/N=C/c2ccc(F)c(F)c2)c1 | 2 | 1% | ? | 6 | 6 | 6% | -3 | 4% | 8% | 4% | 0.1%
Cc1ccc(C(=O)NC(=S)Nc2ccc(CN3CCCCC3)cc2)c(C)c1 | 27 | 1% | 1% | -2 | -73* | 1% | 5 | 2% | -1% | -13% | 0.2%
Cc1cc(C(F)(F)F)n2nc(C)c(-c3ccc(Cl)cc3)c2n1 | -21 | 2% | ? | 28 | 4 | -1% | 0 | 2% | 0% | -2% | -0.1%
Cc1c(CC(=O)O)c(=O)oc2c(C)c(OCc3ccccc3)ccc12 | 3 | . | 0% | -1 | -15 | 0% | 18 | . | -26% | -10% | 0.0%
CC(C)=NNC(=O)CN1C(=O)NC2NC(=O)NC21 (stereo not given) | -6 | -16% | -11% | 4 | -13 | 4% | -1 | -1% | 1% | 9% | -0.7%
CCCCn1c(N)c(N(CC)C(=O)C2=NN(c3ccccc3)C(=O)CC2)c(=O)[nH]c1=O | 2 | . | 2% | ? | 22 | -1% | . | . | -9% | 4% | -1.4%
O=C(O)CC(NS(=O)(=O)c1ccc(Br)cc1)c1ccco1 (stereo not given) | 9 | -4% | 1% | -4 | -16 | 1% | 7 | 2% | 0% | . | -0.2%
Cc1ccc(CN2CCC(N3CCC(C(=O)NCC4CCCO4)CC3)CC2)o1 (stereo not given) | 0 | 0% | ? | 12 | -17 | 0% | 1 | -2% | -9% | 0% | -0.7%
O=C(CN1C(=O)NC2(CCCC2)C1=O)Nc1cc(C(F)(F)F)ccc1N1CCOCC1 | -6 | . | -1% | 25 | -5 | 0% | . | . | -31% | ? | 0.0%
COc1ccc(C2N=C(N)N=C(N)N2c2ccc(C)cc2)cc1 (stereo not given) | -4 | 1% | -6% | 6 | -20 | 1% | 3 | 1% | -2% | 4% | 0.6%
O=c1c2ccccc2nc(SCc2ccccc2F)n1C1CCCC1 | 2 | -4% | ? | -12 | 0 | 3% | 2 | -5% | -2% | 2% | -0.2%
O=C(CCc1[nH]c2ccccc2c1Sc1ccccc1)NCCO | . | -7% | ? | 4 | 17 | -15% | 0 | 2% | -3% | 1% | -2.0%
CCOC(=O)CCSCC(=O)Nc1cc(C)on1 | 5 | -9% | ? | -13 | 14 | 0% | -2 | 3% | 0% | 4% | 0.4%
CCOC(=O)c1nn(-c2ccc(C)cc2)c(=O)c2c(N)scc12 | -6 | 6% | 10% | -4 | 5 | -2% | -55* | -3% | 3% | -7% | 0.0%
CC(=O)N1CC2(c3ccccc3)CN(C(C)=O)CC(c3ccccc3)(C1)C2=O | -6 | -5% | -2% | 14 | -6 | 2% | 0 | 0% | -13% | -1% | 0.0%
CNC(=O)COC(=O)c1nc(-n2nc(C)cc2C)ccc1Cl | 0 | -12% | 2% | -28 | -30 | 1% | -3 | -1% | -7% | . | -0.9%
COc1ccc(C(CNC(=O)c2sccc2C)N2CCOCC2)cc1 (stereo not given) | 1 | . | ? | 11 | -9 | -2% | . | . | 5% | -19% | -0.5%
CCOC(=O)c1cc(-c2ccc(OC)cc2F)nc2c1c(C)nn2CCC#N | -9 | 1% | -3% | 4 | 4 | 0% | 0 | . | -4% | . | 0.0%
COc1ccc(OC)c(N(CC(=O)NCc2cccnc2)S(C)(=O)=O)c1 | -10 | -5% | 8% | 1 | 16 | 1% | 3 | -3% | 11% | -1% | 0.1%
CCn1cc(C(=O)NCC(OC)OC)c(=O)c2cc(S(=O)(=O)N3CCOCC3)ccc21 | -3 | . | 1% | -3 | -7 | 4% | . | -5% | 0% | 10% | 0.2%
COC(=O)c1c(S(=O)(=O)NCc2ccccc2)sc(C(=O)O)c1C | -8 | -1% | ? | -10 | 6 | 1% | 0 | -2% | 9% | 3% | -1.3%
CCOc1ccccc1NC(=O)Cn1ncc2ccc([N+](=O)[O-])cc21 | -3 | . | -9% | -1 | -14 | -9% | -8 | -2% | -1% | 2% | 0.5%
Cc1ccc(C(C(=O)NCc2ccccc2)N(C(=O)c2ccccn2)c2ccccc2)o1 (stereo not given) | -8 | . | -2% | 5 | 13 | 2% | 0 | -3% | 10% | 2% | -0.1%
COc1ccc(NC(=O)CCN2CCCCC2)cc1 | -1 | 0% | ? | 1 | -15 | 0% | 0 | -5% | -8% | 7% | 0.4%
Cc1ccc(CNc2ncnc(N)c2[N+](=O)[O-])cc1 | 3 | -2% | -5% | 18 | 1 | 1% | 0 | 8% | -18% | 7% | 0.0%
CN(NC(=O)NN)c1ncc(C(F)(F)F)cc1Cl | 4 | -2% | -12% | -20 | -15 | 1% | 1 | -2% | -5% | 2% | -0.1%
Cc1cc(Cl)ccc1OC(C)C(=O)Nc1ccc([N+](=O)[O-])cn1 (stereo not given) | -125* | 2% | 3% | -4 | -94* | -2% | -3 | 0% | -3% | 4% | -3.4%
O=C(CN(C1CC1)S(=O)(=O)c1ccc(S(=O)(=O)NC2CCCCC2)cc1)Nc1ccccc1 | -1 | 6% | ? | -6 | -14 | 2% | 0 | -3% | 3% | 5% | 0.1%
CCC1CCCCN1CCCNC(=O)c1ccc2c(c1)N(Cc1c(F)cccc1Cl)C(=O)CS2 (stereo not given) | 28 | . | -2% | 10 | -40 | 1% | . | 6% | -2% | ? | -0.3%
O=C(NC(=S)NCc1ccc(Cl)cc1Cl)c1ccco1 | 0 | . | 4% | 4 | -28 | 3% | . | . | 2% | 0% | 10%
COc1ccccc1N1C(=O)S/C(=C\c2cc(C)n(C)c2C)C1=O | 16 | 2% | -29% | 2 | -2 | 1% | -2 | -1% | 4% | -7% | 0.8%
O=C(NCSc1ccnc(SCNC(=O)c2ccc(F)cc2)n1)c1ccc(F)cc1 | -12 | -6% | -1% | -15 | 5 | 2% | 1 | 3% | -22% | 4% | -0.3%
